Compound activity as filed in PubChem.
TexasRed fluor = Texas Red fluorescence interference in TRb-SRC2 counter-screen; TRb/SRC2 Texas Red total fluorescence interference; Potency, µM (doses to about 106 µM), for the others: top-dose fluorescence change, negative = quenching; 280,000 compounds, 0.29% hits; active = well fitted curve in either direction with a large enough effect; inconclusive = small, poorly fitted or top-dose-only effect; also: % is scaled to controls: 0 for no effect and ±100 for the full control effect
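Human TRb ligand-binding domain at 0.6 uM with 20 nM Texas Red SRC2 peptide in Tris buffer containing 1 uM T3 and 5% DMSO, incubated with compound 5 h at ambient temperature. Total fluorescence (555/632 nm) calculated as parallel + 2 × perpendicular.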
TRb SRC2 PPI = inhibitors of human thyroid hormone receptor beta-SRC2 interaction; P10828; TRbeta-SRC2 peptide binding, fluorescence polarization; receptor liganded with 1 µM T3; Potency, µM (top dose mostly 106 µM), without a hit: at the highest dose activity change, negative = inhibition, most hits filed as inhibitors; 280,000 compounds, 0.065% hits;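 also: plate controls were bound peptide for no effect and peptide without receptor for full effect; nearly all actives have a fitted effect of over 50% in size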
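Fluorescence polarization of 20 nM Texas Red SRC2 peptide (20-aa NR interaction domain) bound to 0.6 uM human TRb ligand-binding domain, with 1 uM T3, after 5 hr at ambient temperature; inhibition seen as decreased polarization.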
Tau fibril FP = tau fibrillization inhibition (FP); P10636; K18 P301L tau heparin fibrillization, Alexa594 FP, 6 h; Potency, µM (series often up to 57.7 µM), for the others: top-dose activity, negative = inhibition, most hits filed as inhibitors; 280,000 compounds, 0.39% hits; AID 1468; also: % is scaled to controls: 0 for no effect and ±100 for the full control effect; nearly all actives have a fitted effect of over 55% in size
Target sequence (P10636 561-689 P618L limits assumed): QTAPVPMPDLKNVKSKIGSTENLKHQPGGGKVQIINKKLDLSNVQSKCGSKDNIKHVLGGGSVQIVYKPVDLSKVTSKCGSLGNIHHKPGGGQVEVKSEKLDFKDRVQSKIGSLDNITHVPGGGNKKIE
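Read-out: fluorescence polarization of Alexa 594-labeled tau (0.24 uM), 555 nm excitation, 632 nm emission. Mixtures held 15 uM unlabeled K18 P301L, compound and 20 uM heparin, pH 7 acetate buffer, incubated 6 hr at 37 C.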
RECQ1 inh = blocks DNA unwinding by human RECQ1 | P46063 | 240,000 compounds, 0.54% hits | Potency, µM (series often up to 57.3 µM), without a hit: at the top dose activity, negative = inhibition, actives largely listed as inhibitors | RECQ1 DNA unwinding, red fluorescence kinetic read;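 also: plate controls were vehicle for no effect and no enzyme for full effect; nearly all actives have a fitted effect of over 30% in size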
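50 nM RECQ1T1 preincubated 15 min with compound in Tris pH 8.0 buffer with MgCl2, DTT, Tween-20 and 2.5 ug/ml poly(dI-dC); started with 200 nM TAMRA/BHQ-2 forked duplex and 2 mM ATP. Unwinding read as fluorescence (525/598 nm), two reads 2 h apart.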
HTT ATP protect = cytoprotection in Huntington HTT-Q103 PC12 cell model; Potency, µM (top dose mostly 56.4 µM), inactives show cytoprotection (ATP increase), most hits filed as activators; PC12 HTT-Q103 induced, cytoprotection, ATP luminescence, 40 h; 230,000 compounds, 0.14% hits;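 also: % of control where 0% means no effect; nearly all actives have a fitted effect of over 45% in size; toxic huntingtin expression switched on by the ecdysone agonist tebufenozide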
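Readout: ATPlite luminescence (ATP level). Model: stable PC12, inducible Htt exon1 Q103-GFP. Inducer: tebufenozide, 100 nM final. Compounds: dose series. No G418 in medium.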
Tau fluor cs = counter-screen for tau fibril formation inhibitors | tau K18 P301L Alexa594 fluorescence, heparin fibrillization | Potency, µM (top dose mostly 57.7 µM), for inactives: at the top dose activity change, negative = decrease | 280,000 compounds, 0.93% hits; also: % is scaled to controls: 0 for no effect and ±100 for the full control effect; nearly all actives have a fitted effect of over 55% in size
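Human tau K18 P301L (15 uM unlabeled, 0.24 uM Alexa 594-labeled) in 100 mM sodium acetate pH 7 with 20 uM heparin, 6 hr at 37 C. ThT 30 uM added, 1 hr ambient; Alexa 594 FP and total fluorescence read at 555/632 nm.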
Tau ThT inhib = blocks human tau fibril formation measured by thioflavin T. recombinant tau K18 P301L (four-repeat tau fragment), heparin-induced fibrillization, ThT fluorescence. Potency, µM (highest dose often 57.4 µM), without a hit: top-dose activity, negative = inhibition, most hits filed as inhibitors. 270,000 compounds, 2.1% hits. AID 1460; also: % is scaled to controls: 0 for no effect and ±100 for the full control effect; nearly all actives have a fitted effect of over 55% in size
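Recombinant human tau K18 fragment […] carrying P301L, 15 uM unlabeled plus 0.24 uM Alexa 594-labeled, was fibrillized with 20 uM heparin in 100 mM sodium acetate pH 7 for 6 hr at 37 C; 30 uM ThT fluorescence read after 1 hr.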
L3MBTL1 block = blocks human L3MBTL1; AlphaScreen L3MBTL1–H3K9me1 peptide binding; AID 485360; Q9Y468; 230,000 compounds, 0.66% hits; Potency, µM (doses to about 57.1 µM), for inactives: at the top dose activity, negative = inhibition, usual class: inhibitors; also: % is scaled to controls: 0 for no effect and ±100 for the full control effect; nearly all actives have a fitted effect of over 60% in size
Target sequence (Q9Y468 whole entry, looked up): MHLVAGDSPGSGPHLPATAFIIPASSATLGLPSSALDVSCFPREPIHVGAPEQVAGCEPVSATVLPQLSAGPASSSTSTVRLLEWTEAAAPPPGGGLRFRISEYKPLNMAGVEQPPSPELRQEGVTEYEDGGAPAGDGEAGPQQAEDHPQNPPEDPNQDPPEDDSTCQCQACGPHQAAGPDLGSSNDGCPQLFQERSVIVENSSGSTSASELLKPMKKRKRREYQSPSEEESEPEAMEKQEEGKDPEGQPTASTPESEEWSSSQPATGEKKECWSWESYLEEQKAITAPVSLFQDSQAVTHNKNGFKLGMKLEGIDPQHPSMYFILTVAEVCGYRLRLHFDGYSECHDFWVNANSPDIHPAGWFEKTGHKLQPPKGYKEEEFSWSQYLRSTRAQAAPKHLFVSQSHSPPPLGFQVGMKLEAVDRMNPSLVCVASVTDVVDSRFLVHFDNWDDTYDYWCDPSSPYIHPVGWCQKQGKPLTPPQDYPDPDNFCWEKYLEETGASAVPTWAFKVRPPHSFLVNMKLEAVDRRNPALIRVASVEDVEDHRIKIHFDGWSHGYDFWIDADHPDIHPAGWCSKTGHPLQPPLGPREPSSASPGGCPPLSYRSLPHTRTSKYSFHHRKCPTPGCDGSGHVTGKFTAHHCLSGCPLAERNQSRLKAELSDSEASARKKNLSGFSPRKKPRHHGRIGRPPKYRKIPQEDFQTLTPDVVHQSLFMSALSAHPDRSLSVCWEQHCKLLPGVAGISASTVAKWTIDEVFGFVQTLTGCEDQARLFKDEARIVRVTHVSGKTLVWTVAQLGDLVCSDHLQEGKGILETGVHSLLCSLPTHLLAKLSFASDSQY
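Displacement of a biotinylated histone H3(1-15) peptide monomethylated at Lys9 (75 nM) from L3MBTL1 (50 nM) was measured by AlphaScreen after a 30 min room-temperature compound incubation; cefsulodin titration served as intraplate control.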
* marks the source's active call; other numbers are inactive results; i = inactive; u = inconclusive; x = not tested or not shown; [ ] = remark or other dose. Unless noted, calls follow the shape of the dose curve; as a rule, active = well fitted curve in the direction sought with a large enough effect; inconclusive = small, poorly fitted or top-dose-only effect, or another doubt; inactive = no such curve, though single readings can be large; an effect the other way counts as inactive or inconclusive. Potency is read from the fitted curve at half-maximal effect. This is a subset (hit frequency here may not be typical).

SMILES | TexasRed fluor | TRb SRC2 PPI | Tau fibril FP | RECQ1 inh | HTT ATP protect | Tau fluor cs | Tau ThT inhib | L3MBTL1 block
Cc1ccccc1C(=O)c1c[nH]c(C(=O)N=CN(C)C)c1 | -5% | -4% | -7% | i | -32%[inhibitor] | 3% | 0% | -2%
O=Cc1c(-[n+]2ccccc2)nc([O-])n1-c1ccccc1 | -3% | -6% | -8% | -1% | -10% | -3% | -2% | x
O=C(c1cccc(Br)c1)N1CCN(Cc2cc(=O)n3nc(-c4ccccc4)sc3n2)CC1 | -1% | 4% | -1% | x | x | 2% | -9% | x
CCOC(=O)c1cc(S(=O)(=O)N2CCN(c3ccc(C)cc3C)CC2)[nH]n1 | -3% | -1% | -11% | x | x | -24% | -16% | x
Cc1cc(NC(=O)c2ccc(COc3ccc(Cl)c(C)c3)o2)no1 | 0% | 3% | -4% | -18% | -9%[0.074 µM] | 3% | 4% | 2%
CCCc1cc(=O)[nH]c(SCC(=O)NN(c2ccccc2)c2ccccc2)n1 | -1% | 0% | -2% | 2% | -23% | -9% | -11% | -12%
COc1ccccc1-c1cc(C(=O)N2CCN(c3ccc(F)cc3)CC2)no1 | -1% | 2% | 7% | -9% | -7% | -24% | u | 4%
Cc1sc2ncnc(Sc3nc4ccccc4s3)c2c1C | -1% | 3% | -7% | -8% | -4%[10 µM] | -8% | -8% | 2%
COc1ccc(CNC(=O)c2ccc(-c3ccccc3)cc2)cc1OC | 0% | -5% | -11% | -1% | 4%[10 µM] | -1% | 7% | -3%
O=C(CCCN1C(=O)/C(=C/c2ccccc2Cl)SC1=S)NNC(=O)c1cccnc1 | -2% | -2% | 13% | -2% | 19%[10 µM] | -21% | u | -23%
CCOC(=O)C1CC=C(Cl)CC1C(=O)Nc1nccs1 (configuration not stated) | -4% | -1% | 3% | -6% | -26%[0.074 µM] | -7% | -12% | -1%
CCC(Oc1ccccc1)C(=O)N1CCC(C(N)=O)CC1 (configuration not stated) | 0% | 1% | -1% | -18% | -3%[0.074 µM] | -2% | -9% | -1%[11.4 µM]
Cc1c(Cl)cnc(NC(=O)COC(=O)CCC(=O)c2cccs2)c1Cl | -6% | -3% | 5% | -13% | 7%[10 µM] | -6% | -4% | -10%
O=C(Cc1ccc(NC(=O)N2CCSc3ncccc32)cc1)NCc1ccccc1 | 0% | -5% | -1% | x | x | 5% | 5% | x
O=C(Nc1cn(-c2ccccc2)nc1-c1ccccc1)c1ccccc1 | -1% | 8% | u | -17% | x | -17% | 2% | 11%
CC1CC(C)CN(S(=O)(=O)c2cccc(C(=O)N3C(=O)c4cccc(N)c4C3=O)c2)C1 (configuration not stated) | 1% | -7% | -4% | i | -16% | 6% | -5% | x
Cc1ccc(-n2cc(C(=O)O)c(=O)cc2C)c(C)c1 | -1% | 1% | 9% | -7% | 1% | 9% | 11% | -22%
CCOc1ccccc1N(C(=O)c1snc(C(N)=O)c1N)C(C(=O)NC1CCCC1)c1ccco1 (configuration not stated) | 2% | -11% | 6% | i | -22% | -1% | -7% | 8%
Cc1cc(C)c2nc(SCCC#N)nc(C)c2c1 | 0% | -7% | -7% | i | u | -5% | -5% | 1%
Cc1cc(C)cc(OCC(=O)Nc2cc(C)on2)c1 | 0% | -1% | -10% | i | -5%[10 µM] | -9% | -7% | 8%
Cn1c(Cn2c(=O)sc3ccccc32)nnc1SCc1ccccc1 | -3% | -5% | 0% | i | -4% | -5% | -7% | -14%
O=C(CC1Nc2ccccc2NC1=O)NCC1COc2ccccc2O1 (configuration not stated) | -4% | -6% | 6% | i | -6% | -13% | -15% | -2%
COc1ccccc1NC(=O)N1CCN(c2cc(-c3ccccc3)nc3ncnn23)CC1 | -2% | -11% | -5% | -1% | u | -3% | -6% | 7%
Cc1ccc(-c2cc(C(F)F)n3ncc(C(=O)N4CCCCC4c4cccnc4)c3n2)cc1 (configuration not stated) | -2% | 5% | 6% | 13% | -15% | 15% | 17% | -13%
CC(=O)c1cc(-c2ccc(F)cc2)n(CC(=O)NC2CCC(C)CC2)c1C (configuration not stated) | -1% | -1% | 12% | x | x | -16% | -12% | x

Pulled by structure from above:
SMILES | TexasRed fluor | TRb SRC2 PPI | Tau fibril FP | RECQ1 inh | HTT ATP protect | Tau fluor cs | Tau ThT inhib | L3MBTL1 block
CCOC(=O)C1CC=C(Cl)CC1C(=O)Nc1nccs1 (configuration not stated) | -4% | -1% | 3% | -6% | -26%[0.074 µM] | -7% | -12% | -1%
CCC(Oc1ccccc1)C(=O)N1CCC(C(N)=O)CC1 (configuration not stated) | 0% | 1% | -1% | -18% | -3%[0.074 µM] | -2% | -9% | -1%[11.4 µM]
COc1ccccc1-c1cc(C(=O)N2CCN(c3ccc(F)cc3)CC2)no1 | -1% | 2% | 7% | -9% | -7% | -24% | u | 4%

Additional structures.
SMILES | TexasRed fluor | TRb SRC2 PPI | Tau fibril FP | RECQ1 inh | HTT ATP protect | Tau fluor cs | Tau ThT inhib | L3MBTL1 block
CCOC(=O)c1cc(-c2ccccc2)n(CCC(=O)Nc2nc3c(C)cccc3s2)c1C | 0% | 0% | u | x | x | -21% | -10% | x
CCN(CC)S(=O)(=O)c1nnc(NC(=O)COc2ccc(C)cc2)s1 | -29% | 3% | -6% | x | x | -26% | u | x
O=C1OC(c2ccc(Br)cc2)=N/C1=C\N1CCCCC1 | -1% | 2% | 13% | i | -2% | 5% | 1% | -10%[11.4 µM]
Cc1ccc(-n2c(SCC(=O)NCCN3C(=O)CSC3=O)nnc2-c2ccccc2F)cc1 | 0% | 7% | 1% | -6% | 33%[10 µM] | -2% | 7% | 1%
CCNC(=S)NNC(=O)c1csc(C(C)C)c1 | -1% | -9% | -5% | -7% | 23%[1.9 µM] | -1% | 10% | 37%[activator]
CCOCCCNC(=O)C(NC(=O)c1ccc(NC(C)=O)cc1)c1ccccc1 (configuration not stated) | 9% | 9% | 4% | -10% | u | -1% | -2% | 6%
COc1ccc(NC(=O)CSc2ncc(-c3ccc(Cl)cc3)[nH]2)cc1OC | -3% | 14% | -7% | x | x | u | u | x
O=C(CCn1c(=O)sc2ccccc21)NCc1ccc2c(c1)OCO2 | 1% | 8% | -4% | -1% | -23%[10 µM] | -12% | -13% | 7%[11.4 µM]
O=C(NC(=S)Nc1ccc(CN2CCOCC2)cc1)c1cc2ccccc2o1 | 2% | -9% | -2% | i | -3%[10 µM] | 5% | 8% | 3%
NC(=O)C(CC(=O)O)NC(=O)[C@@H]1CCCCNc2c(I)cc([N+](=O)[O-])cc2C(=O)N[C@@H](CO)C(=O)NCC(=O)N1 (some centres not stated) | -3% | 3% | -2% | i | x | -10% | -16% | u
O=C(Nc1cnc2ccccc2c1)C1COc2ccccc2O1 (configuration not stated) | 4% | 5% | -8% | 7% | 20% | -26% | u | -4%
COCCN1C(=O)c2ccc(C(=O)Nc3nccs3)cc2C1=O | -2% | 0% | -3% | i | 10%[0.074 µM] | 2% | -3% | -2%
Cc1ccc(C(=O)N2CCc3cc(CNC(=O)CSc4ccccc4)ccc32)cc1 | -6% | -5% | -3% | x | x | -18% | -17% | x
COc1ccc([C@H]2[C@@H]3C=CCC[C@@]3(C)C(=O)N2Cc2ccccc2)cc1Cl | 0% | -1% | 1% | i | -6%[10 µM] | 4% | -8% | x
O=C(c1cc(-c2ccccc2)on1)N1CCCc2ccccc21 | -8% | 1% | 4% | -12% | 3%[10 µM] | -28% | u | 28%
CC(C)c1ccc2[nH]c(O)c(N=NC(=O)c3ccc(CSc4nncn4C)cc3)c2c1 | -2% | -17% | 0% | -4% | -3%[10 µM] | -13% | u | 5%
CC(C)C(OC(=O)c1cccs1)C(=O)NC1CCCCC1 (configuration not stated) | 4% | -4% | -2% | i | 2%[1.9 µM] | -6% | -7% | 10%
CC(C)N1CCN(Cc2cc(F)ccc2-n2cccn2)CC1CCO (configuration not stated) | -2% | -5% | 1% | -6% | 8% | -2% | -9% | 0%
CCOC(=O)CSc1nc2ccc(Nc3nc(N4CCOCC4)nc(N4CCOCC4)n3)cc2s1 | 1% | 5% | 1% | 5% | -19%[10 µM] | 3% | 6% | -21%
CCC(C(=O)NCCC(C)C)N(C(=O)Cn1nnc(-c2ccc(C)cc2)n1)c1cccc(O)c1 (configuration not stated) | 4% | 1% | u | x | x | -15% | -2% | x
CCC(=O)Nc1ccc(N2CCCCC2)c(C(=O)Nc2ccccc2C)c1 | 3% | 3% | 2% | i | 12% | -10% | -9% | x
COC(=O)[C@@H]1CC[C@H](C)[C@@H](c2ccc(C)cc2)N1C(=O)c1ccc(/C=N\OC[C@@H](O)COCc2ccco2)cc1 | -2%[11.2 µM] | -6%[11.2 µM] | 5%[11.6 µM] | 12%[11.5 µM] | 1%[10 µM] | -13%[11.6 µM] | -13%[11.5 µM] | x
Cc1cccc(NC(=O)CC2NCCNC2=O)c1 (configuration not stated) | 7% | 2% | 5% | -1% | 8% | -1% | 1% | x
CC(=O)Nc1ccc2c(c1)CN(c1cc(C)ccc1C)CO2 | -2% | -3% | u | -8% | 1%[10 µM] | u | -15% | -2%
CCOC(=O)/C(=N\Nc1ccc(Cl)cc1)c1csc(Nc2ccccc2)n1 | -7% | -3% | u | -2% | -5% | 4.5µM*[quencher] | u | x
COCC(C)NC(=S)NCCc1ccc(Cl)cc1Cl (configuration not stated) | 0% | 8% | -2% | -6% | -22% | -14% | -6% | x
O=C(c1cccc(S(=O)(=O)N2CCCCC2)c1)N1CCN(S(=O)(=O)c2ccc(F)cc2)CC1 | 4% | 3% | -1% | -1% | 12%[10 µM] | -8% | -7% | x
Fc1ccc(CN2CCCCCCC2)cc1 | -2% | -8% | 3% | -11% | 12% | -2% | -4% | x
O=C(CCCc1nc2ccccc2s1)N1CCN(c2ccccc2F)CC1 | -3% | -9% | 1% | 1% | 2%[10 µM] | -6% | u | 5%
